EBI2 antag = antagonists of human EBI2 receptor; P32249; EBI2 beta-arrestin recruitment, luminescence, 7a,25-OHC stimulated; inhibition, % at 5 µM; 360,000 tested, 0.81% active; AID 651636; in the data active = inhibition above about 38%;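 also: enzyme fragment complementation signal reports receptor beta-arrestin coupling in cells; 0% = agonist plus DMSO wells and 100% = wells without agonist; some results beyond the cut were filed as inactive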
Target sequence (P32249 whole entry, looked up, the tested form may be a part): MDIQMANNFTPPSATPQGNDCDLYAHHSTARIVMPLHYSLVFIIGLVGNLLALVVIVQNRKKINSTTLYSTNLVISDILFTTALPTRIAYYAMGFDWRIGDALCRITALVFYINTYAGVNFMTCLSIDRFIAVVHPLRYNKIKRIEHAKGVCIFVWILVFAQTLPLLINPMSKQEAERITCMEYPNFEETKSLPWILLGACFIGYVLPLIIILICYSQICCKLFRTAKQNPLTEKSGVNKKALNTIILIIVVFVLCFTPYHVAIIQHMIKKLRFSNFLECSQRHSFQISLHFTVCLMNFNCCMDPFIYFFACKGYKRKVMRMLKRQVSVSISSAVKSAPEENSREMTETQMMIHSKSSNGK
XBP1 UPR activ = activators of adaptive arm of unfolded protein response (XBP1); activation, % at 20 µM; 330,000 tested, 0.33% active; AID 463104; CHO-XBP1 luciferase reporter, IRE1-XBP1 UPR activation, luminescence; percent of tunicamycin response, DMSO as zero;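 active = versus positive control, 20 µM dose yields 30% or more activation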;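 also: 100% = tunicamycin at 10 µg/mL and 0% = DMSO only wells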
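Assay system: CHO-XBP1 luciferase reporter cells; Schedule: 6 h treatment, 37 °C; Detection: glow luminescence from Steady-Glo reagent; Benchmarks: high control tunicamycin 10 µg/mL final, low control DMSO vehicle only.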
Mdm2 MdmX PPI = disrupts the human Mdm2-MdmX interaction | SaOS-2 split-luciferase Mdm2/MdmX complementation, luminescence | inhibition, % at 8 µM | O15151+Q00987 | 330,000 tested, 3% active;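 active = inhibition of at least 50% at 8 µM in the primary screen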
Gli-Sufu antag = blocks Gli-Sufu signaling in a luciferase reporter; Sufu-KO-LIGHT fibroblasts, Gli luciferase reporter luminescence; inhibition, % at 5 µM; 340,000 tested, 0.74% active;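 active = inhibition above about 55%, limit read from the data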;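 also: 0% = DMSO-treated cells and 100% = wells with medium but no cells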
CXCR6 inh = inhibitors of human CXCR6 receptor | CHO-K1 PathHunter CXCR6 beta-arrestin, luminescence | 360,000 tested, 0.36% active | inhibition, % at 20 µM; in the data active = inhibition above about 34%, passing the limit was not always enough;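 also: antagonist mode with CXCL16 agonist at 10 nM final; 0% = 10 nM CXCL16 with DMSO and 100% = unstimulated wells without agonist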
Target sequence (O00574 whole entry, looked up): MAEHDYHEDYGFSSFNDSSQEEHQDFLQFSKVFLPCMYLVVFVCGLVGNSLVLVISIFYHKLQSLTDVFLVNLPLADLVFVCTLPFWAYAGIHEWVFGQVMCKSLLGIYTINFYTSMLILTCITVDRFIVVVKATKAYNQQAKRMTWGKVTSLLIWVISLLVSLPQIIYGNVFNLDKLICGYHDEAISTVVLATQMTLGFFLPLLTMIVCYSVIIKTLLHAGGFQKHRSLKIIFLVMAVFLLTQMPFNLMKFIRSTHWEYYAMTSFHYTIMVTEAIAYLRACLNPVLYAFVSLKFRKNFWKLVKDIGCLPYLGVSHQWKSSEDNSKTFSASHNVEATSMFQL
Jurkat NFkB inh = inhibitors of the PMA/ionomycin-induced NF-kB reporter in Jurkat cells; PMA/ionomycin-induced NF-kB luciferase reporter, luminescence; inhibition, % at 4 µM; 330,000 tested, 0.53% active; AID 435003; in the data active = inhibition above about 50%
CCR6 antag = antagonists of human CCR6 receptor; P51684; CHO-K1 CCR6 PathHunter beta-arrestin, luminescence, CCL20-stimulated; inhibition, % at 20 µM; 340,000 tested, 0.49% active; AID 493098;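 active = compounds whose inhibition of the agonist-driven luminescence signal at 20 µM reaches about 50%, limit read from the data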;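 also: cells stimulated with CCL20 at 14 nM final; plate controls were DMSO with CCL20 for no effect and DMSO without agonist for full effect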
Target sequence (P51684 whole entry, looked up): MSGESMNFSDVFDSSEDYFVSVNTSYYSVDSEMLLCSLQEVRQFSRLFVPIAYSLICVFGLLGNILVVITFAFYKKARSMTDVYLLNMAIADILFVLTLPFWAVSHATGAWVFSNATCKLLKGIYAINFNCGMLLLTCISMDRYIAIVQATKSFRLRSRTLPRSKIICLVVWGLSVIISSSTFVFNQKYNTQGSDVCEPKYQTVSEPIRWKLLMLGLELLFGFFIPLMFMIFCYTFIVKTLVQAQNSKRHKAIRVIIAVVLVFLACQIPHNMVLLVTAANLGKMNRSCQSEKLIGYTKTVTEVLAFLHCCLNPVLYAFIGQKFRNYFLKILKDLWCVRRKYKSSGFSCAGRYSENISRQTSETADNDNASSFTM
CHOP UPR activ = activators of apoptotic arm of unfolded protein response (CHOP); CHO-CHOP luciferase reporter, UPR activation, luminescence; percent of tunicamycin response over DMSO baseline; 330,000 tested, 0.34% active; activation, % at 10 µM; AID 449763;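 active = at 10 µM dose, activation of 40% or more, normalized to positive control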;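 also: 100% = tunicamycin at 10 µg/mL and 0% = DMSO alone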
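assay system = CHO CHOP reporter cells | amount = 500 CHO-CHOP cells per well | buffer or medium = F12 with 10% FBS | incubation = 16-18 h cell attachment, then 6 h compound exposure, 37 °C | detection = luminescence read with Steady-Glo | read-out = percent activation relative to tunicamycin control | controls = tunicamycin high control, DMSO low control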
697 NFkB inh = inhibitors of the PMA/ionomycin-induced NF-kB reporter in 697 B cells. 697 B-cell NF-kB luciferase reporter, 16 h. inhibition, % at 4 µM. 330,000 tested, 0.33% active; in the data active = inhibition above about 35%
Numbers without * were called inactive; · = not tested or not shown.

SMILES | EBI2 antag | XBP1 UPR activ | Mdm2 MdmX PPI | Gli-Sufu antag | CXCR6 inh | Jurkat NFkB inh | CCR6 antag | CHOP UPR activ | 697 NFkB inh
Cc1ccc(-n2ncc(C#N)c2/N=C/N2CCN(C)CC2)cc1 | -6 | 0 | 35 | 3 | 6 | 1 | 17 | -2.2 | 5
COc1ccc(Cn2c(-c3ccc(C)cc3)c[n+]3ccccc23)cc1 | -12 | 3 | 62* | 85* | -10 | 37 | 13 | 4.7 | 23
COc1cc2[nH]c(=S)n(NC(=O)c3ccccc3)c(=O)c2cc1OC | -5 | -3 | -1 | 8 | -4 | 2 | -4 | 0.0 | 12
CCOc1ccc(Cl)cc1S(=O)(=O)N1CCC(C(=O)N2CCCC2)CC1 | -7 | 0 | 29 | -3 | -2 | 12 | 6 | 0.0 | 3
CCOc1ccc(NC(=O)CCNc2c(N3CCCC3)c(=O)c2=O)cc1 | -14 | 2 | -12 | -4 | 2 | -3 | -11 | 1.2 | 6
Cc1ccccc1N1CC(C(=O)Nc2ccc(S(=O)(=O)NCC3CCCO3)cc2)CC1=O (stereo unspecified) | 1 | -3 | -5 | 7 | 2 | -5 | -10 | 1.4 | 18
O=C(C1CCCN(S(=O)(=O)c2cccc3nsnc23)C1)N1CCCCCC1 (stereo unspecified) | 4 | 3 | 5 | 2 | 4 | 5 | 18 | -0.5 | -10
CCCCn1c2nc3ccccc3nc2c2c(=O)n(CC(C)C)cnc21 | 0 | · | · | 1 | -4 | · | 14 | · | ·
CCN(C(=O)COC(=O)CCCOc1ccccc1)c1c(N)n(Cc2ccccc2)c(=O)[nH]c1=O | 6 | -1 | 13 | -9 | -5 | -13 | 19 | 0.2 | -7
CCOc1ccc(C(=O)N2CCn3c2nc2ccccc23)cc1 | -5 | 3 | 8 | 7 | -6 | -22 | 0 | 1.5 | -25
O=S(=O)(NCCNS(=O)(=O)c1cccs1)c1cccs1 | -4 | -1 | 30 | 16 | 1 | -3 | 0 | -4.2 | 3
NC(=O)CC(NC(=O)Cc1cccc2ccccc12)c1ccc(N2CCCCCCC2)c([N+](=O)[O-])c1 (stereo unspecified) | 1 | -2 | -12 | 6 | 20 | 16 | 28 | 0.4 | 14
Cc1cc(=O)[nH]c(SCc2cccc3cccnc23)n1 | -8 | -2 | 18 | 8 | 4 | 12 | 2 | -0.8 | 3
CCOc1ccc(-n2cc(-c3ccc(OC)c(OC)c3)[nH]c2=S)cc1 | 13 | 1 | -32 | -16 | -9 | -25 | 12 | 3.7 | -45
O=C(c1ccccc1)c1ccc(C(=O)N2CCCC(C(F)(F)F)C2)cc1 (stereo unspecified) | -9 | -4 | -3 | 1 | -2 | -5 | 13 | -1.7 | 2
O=C(N/N=C/c1ccccc1)c1n[nH]c2c1CCCC2 | -12 | -6 | -79 | -101 | 4 | -45 | 6 | -1.1 | -119
O=C(Nc1ccc2ccccc2c1)c1cnccn1 | -10 | -2 | -161 | -59 | -2 | -184 | 11 | 1.0 | -220
COC(=O)c1cc(N=C(N)N=C(N)N)cc(C(=O)OC)c1 | 7 | 0 | -2 | -11 | 0 | -11 | -3 | 1.3 | 6
Cc1ccc(C)c(S(=O)(=O)Nc2ccc(C(=O)NCC(c3ccco3)N3CCCCC3)cc2)c1 (stereo unspecified) | -5 | -2 | 30 | 14 | -12 | -5 | -6 | 0.2 | -17
CN(Cc1ccccc1)C(=O)c1[nH]cnc1C(=O)Nc1cccc(Cl)c1 | 3 | 0 | -16 | -8 | 6 | -21 | -4 | 5.7 | -17
CCOC(=O)/C(C#N)=C/c1cccn1-c1ccc(Cl)cc1 | 12 | 2 | 6 | 1 | -2 | 5 | 11 | -1.0 | 19
COc1ccc(CCn2c(=O)c3cccnc3n(Cc3cccc([N+](=O)[O-])c3)c2=O)cc1OC | 25 | -2 | 5 | 6 | 11 | -11 | 24 | -2.3 | -10
COc1cc(C=O)ccc1OCCSc1ccc(C)cc1 | 5 | 0 | -51 | -8 | -4 | -41 | 6 | 1.6 | 11
N#Cc1cccc(C(=O)Nc2ccccc2C(=O)NC2CC2)c1 | -4 | 2 | 13 | 10 | 0 | -8 | -1 | 0.3 | 9
Cc1ccc(OCCN2CCOCC2)cc1C | -7 | 0 | -37 | -24 | -1 | -13 | 5 | 5.0 | -12

A few values from the list:
O=C(Nc1ccc2ccccc2c1)c1cnccn1 in EBI2 antag reads -10
COc1ccc(Cn2c(-c3ccc(C)cc3)c[n+]3ccccc23)cc1 in Gli-Sufu antag reads 85*
O=C(C1CCCN(S(=O)(=O)c2cccc3nsnc23)C1)N1CCCCCC1 (stereo unspecified) in Mdm2 MdmX PPI reads 5
CCOc1ccc(-n2cc(-c3ccc(OC)c(OC)c3)[nH]c2=S)cc1 in Jurkat NFkB inh reads -25
CCCCn1c2nc3ccccc3nc2c2c(=O)n(CC(C)C)cnc21 in CCR6 antag reads 14

The main list resumes, repeating the 2 entries before the break.
SMILES | EBI2 antag | XBP1 UPR activ | Mdm2 MdmX PPI | Gli-Sufu antag | CXCR6 inh | Jurkat NFkB inh | CCR6 antag | CHOP UPR activ | 697 NFkB inh
N#Cc1cccc(C(=O)Nc2ccccc2C(=O)NC2CC2)c1 | -4 | 2 | 13 | 10 | 0 | -8 | -1 | 0.3 | 9
Cc1ccc(OCCN2CCOCC2)cc1C | -7 | 0 | -37 | -24 | -1 | -13 | 5 | 5.0 | -12
O=C(CCN=C1NS(=O)(=O)c2ccccc21)OCc1cccc(Cl)c1 | -6 | -1 | 9 | 1 | -5 | 3 | 16 | -0.8 | -3
O=C(NCc1ccco1)c1nc2c(nnn2Cc2ccccc2Cl)c(=O)[nH]1 | -6 | -1 | 88* | -3 | -8 | 0 | -5 | -1.0 | 21
Cc1cc(C2(c3ccc(O)c(C)c3)OC(=O)c3ccccc32)ccc1O | -7 | 0 | 30 | -7 | 12 | -8 | 10 | 0.1 | -10
CCOC(=O)c1ccc2nc(NC(C)=O)sc2c1 | -17 | · | · | -68 | 4 | · | -15 | · | ·
Cc1c(C(=O)N(CCO)Cc2ccccc2)oc2c(F)cccc12 | 8 | 7 | -58 | -3 | 6 | -40 | 5 | 1.4 | -57
Cc1cc(C)nc(NC(=O)CSc2nc3cc(Cl)ccc3s2)n1 | 7 | 1 | 10 | 3 | 4 | -6 | 1 | 0.9 | 0
O=C(OCC#CCSc1nnc(-c2ccc(Br)cc2)o1)c1cccs1 | -3 | 3 | 2 | -5 | -3 | 15 | 19 | 2.9 | -12
O=C(CSc1nc(=O)n2cc(Cl)ccc2n1)NCCc1ccccc1 | 3 | -4 | 1 | -4 | -5 | 7 | 7 | -0.4 | 9
COC(=O)C[N+](C)(C)CC#Cc1ccccc1 | -13 | -2 | 4 | -18 | -5 | 9 | 7 | 1.2 | 15
CN(C)Cc1c(C(=O)N/N=C/c2ccoc2)nnn1-c1nonc1N | -9 | -1 | 4 | -5 | 0 | -3 | 0 | -0.4 | 4
COc1cc(/C=C/C(=O)OCC(=O)c2ccc3c(c2)NC(=O)CO3)ccc1OC(F)F | -8 | 0 | -20 | 9 | -1 | -7 | 7 | -1.1 | 5
COC(=O)C(=Nc1ccccc1)/C(C(=O)C(=O)N(C)c1ccccc1)=C(\O)c1ccc(Cl)cc1 | -4 | 3 | 0 | 3 | 4 | -5 | 2 | 0.2 | 0
CCC1CCCCN1Cc1ccc(CNS(=O)(=O)c2ccc3c(c2)oc(=O)n3C)o1 (stereo unspecified) | -4 | 3 | 10 | 8 | -1 | -5 | -11 | 2.0 | 12
Cc1cccc(Nc2c3c(nc4ccccc24)CCC3)c1 | -13 | -2 | 27 | 5 | -15 | 36 | 13 | 0.0 | -34
CCOC(=O)C1CCN(C(=O)COC(=O)CNC(=O)c2sc3ccccc3c2Cl)CC1 | -18 | -1 | -15 | -5 | -7 | 3 | -8 | -2.3 | 10
COc1ccc(/C=C/C(=O)Oc2ccc(C)c(C)c2)cc1OC | 8 | 0 | 4 | -10 | -20 | -1 | -4 | 3.5 | 3
COCCCN1C(=O)C(=O)/C(=C(/O)c2ccc(OC)cc2)C1c1ccc(O)c(OC)c1 (stereo unspecified) | -14 | -4 | 0 | 3 | -1 | -8 | -13 | 0.5 | -7
O=C1C=C(c2cc3ccccc3s2)C[C@@H](c2ccc(Cl)cc2)C1 | 41 | 0 | -17 | -11 | 4 | 0 | 12 | 1.2 | 2
O=C(CCSc1nc(-c2ccco2)cc(C(F)(F)F)n1)NCc1cccs1 | -17 | -1 | -16 | 16 | 5 | 20 | 13 | -2.9 | -8
CCCC1Cc2nc(N3CCCCC3)c(C#N)cc2CO1 (stereo unspecified) | -2 | -2 | -12 | 2 | -7 | 5 | 2 | 1.5 | 1
CCSc1nc(O)c(CC)c(=O)n1C(C)CC (stereo unspecified) | -1 | 1 | 1 | -2 | -3 | -4 | -25 | -0.5 | 15
COc1ccc(C(=O)NCc2nnc(SCC(=O)Nc3cccc(F)c3)o2)cc1 | -15 | 1 | 5 | -9 | -3 | -3 | 7 | 2.1 | -4
CC1CCCCN1C(=O)c1ccc(Br)o1 (stereo unspecified) | 1 | 2 | 9 | 3 | 2 | 12 | 5 | 0.5 | 14
C=CCn1c(SCC(=O)N2CCc3ccccc3C2)nc2sc(C)cc2c1=O | 21 | -6 | 17 | -4 | 4 | 6 | 19 | 0.4 | -26
CC(C)CC(NC(=O)C(CC(C)C)NC(=O)OC(C)(C)C)C(=O)O (stereo unspecified) | -11 | 6 | 10 | 0 | 0 | -2 | -17 | -2.6 | 14
SMILES | EBI2 antag | XBP1 UPR activ | Mdm2 MdmX PPI | Gli-Sufu antag | CXCR6 inh | Jurkat NFkB inh | CCR6 antag | CHOP UPR activ | 697 NFkB inh
Cc1ccc(N2CC(C(=O)NNC(=O)c3ccc(F)cc3)CC2=O)cc1 (stereo unspecified) | -4 | -1 | -7 | · | 4 | -15 | 7 | -1.1 | 14
O=S(=O)(N/N=C\c1ccc(-c2ccccc2Cl)o1)c1ccccc1 | 14 | -1 | -18 | 4 | 16 | 3 | 46 | 0.5 | 18
Cc1ccc2[nH]c(=O)c(CN(CC3CCCO3)C(=S)Nc3ccccc3)cc2c1 (stereo unspecified) | -1 | -3 | 40 | 8 | -7 | 12 | 10 | 0.8 | 16
COc1ccccc1N(C)S(=O)(=O)c1ccc(C(=O)OCC(=O)N2CCC2)cc1 | -1 | -4 | 7 | -15 | 6 | 19 | 11 | 0.2 | 21
CCN(CC)c1ccc(C(=O)N2CCN(Cc3ccccc3)CC2)cc1 | 13 | 4 | 17 | 6 | -7 | -8 | 9 | -0.8 | -1
Cc1[nH]nc(N)c1-c1ccc(Cl)cc1 | -9 | 0 | -36 | 1 | -7 | 3 | 3 | 1.7 | 3
COc1ccc(C(c2nnnn2C(C)C)N2CCN(C(=O)c3ccco3)CC2)cc1 (stereo unspecified) | 4 | 0 | 11 | -20 | 2 | 0 | 11 | 0.8 | 21
CC(/C=C/c1ccco1)=N/NC(=O)c1ccc(C)nc1 | -11 | 2 | 13 | -2 | 1 | 18 | 6 | 1.0 | 21
CCN(C(=O)Cn1cnc2cc([N+](=O)[O-])ccc2c1=O)C1CCS(=O)(=O)C1 (stereo unspecified) | -7 | -3 | 2 | 25 | -10 | -15 | 4 | 0.9 | 16
N#Cc1ccccc1CSc1nnc(-c2ccncc2)o1 | 0 | -2 | -33 | -9 | -5 | -23 | -2 | 5.5 | -28
O=C(c1cnn(-c2ccccc2)c1)c1cc(Br)ccc1O | -18 | 1 | 13 | 1 | -10 | 1 | 3 | 1.2 | -3

Bioassay records (PubChem BioAssay)

Random draw from the library (roughly 5% active in at least one column).
